Source: PubChem
HT1080 IDH1KD tx – kills HT-1080 cells with IDH1 knockdown; Potency, µM (doses to about 46.1 µM), inactives show at the highest dose activity, negative = toxicity, hits mostly cytotoxic; HT-1080 IDH1 knockdown viability, ATP luminescence, 48 h; AID 686971; 360,000 compounds, 2% hits;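 further: potency means the concentration at half of the fitted maximal effect; 0% = DMSO wells and -100% = cell-free medium wells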
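Using the IDH1-knockdown HT-1080 line run in the same batch and compound series as the NT line, viability after 48 h at 37 °C was determined by CellTiter-Glo luminescence and expressed as % activity.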
HT1080-NT tox – kills 2HG-producing HT-1080-NT fibrosarcoma cells | HT-1080-NT fibrosarcoma viability, CellTiter-Glo ATP luminescence, 48 h | Potency, µM (titrated, usually from 46.1 µM), for the others: at the top dose activity, negative = less viability, hits mostly cytotoxic | 360,000 compounds, 1.6% hits | AID 686970;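 further: NT is the 2HG producing partner of a matched IDH1 knockdown line; potency means the concentration at half of the fitted maximal effect; 0% = DMSO-treated cells and -100% = media-only wells without cells; nearly all actives have a fitted effect of over 55% in size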
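Luminescent CellTiter-Glo readout after 48 hours of compound exposure at 37 degrees C defined viability of HT-1080-NT cells. Activity was normalized to DMSO wells and cell-free media wells; concentration-response curves were fitted and assigned curve classes.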
KB-V1 cytotox – kills drug-selected multidrug resistant KB-V1 cells; KB-V1 MDR cells viability, CellTiter-Glo, 72 h; Potency, µM (top dose mostly 46.1 µM), without a hit: at the top dose activity change, negative = cytotoxicity, actives largely listed as cytotoxic; 400,000 compounds, 3.4% hits; further: potency means the concentration at half of the fitted maximal effect; on the % scale 0 is the no-effect control and ±100 the full control effect; nearly all actives have a fitted effect of over 60% in size
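KB-V1 cells (P-gp-expressing MDR subline of KB-3-1) in phenol-red-free DMEM with 10% FBS were exposed to library compounds over a concentration series for 72 h at 37 degrees C. Viability read by CellTiter-Glo luminescence; concentration-effect curves fitted after normalization.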
SW480 rereplic – inducers of DNA re-replication in SW480 colon cancer cells; SW480 DNA re-replication, Hoechst DNA content imaging, 48 h; Potency, µM (series often up to 46.1 µM), without a hit: at the top dose re-replication activation, hits mostly activators; 340,000 compounds, 1.8% hits; AID 624297; further: potency means the concentration at half of the fitted maximal effect; % of control where 0% means no effect; nearly all actives have a fitted effect of over 55% in size
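Cells (250 per well) received 23 nL compound or DMSO by pin tool and were kept 48 hr at 37 C, 5% CO2. Nuclei were then stained with Hoechst for 40 min and scanned for DNA content.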
ATXN2 expr inh – reduces ATXN2 reporter expression in HEK-293 cells. HEK-293 ATXN2-luciferase reporter, luminescence, 24 h. Potency, µM (doses to about 57 µM), for inactives: at the top dose activity change, negative = inhibition, usual class: inhibitors. 360,000 compounds, 0.72% hits. AID 1745845; further: potency means the concentration at half of the fitted maximal effect; on the % scale 0 is the no-effect control and ±100 the full control effect; nearly all actives have a fitted effect of over 55% in size
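ATXN2-luciferase reporter cells (luciferase flanked by upstream and downstream ATXN2 gene portions) were treated 24 h at 37 °C with compounds at up to 57 uM. SteadyGlo luminescence gave expression; GF-AFC fluorescence gave viability.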
MCF10A rereplic – induces DNA re-replication in MCF 10a normal breast cells | MCF 10A DNA re-replication, Hoechst nuclear intensity, 48 h | Potency, µM (top dose mostly 46.1 µM), for the others: at the top dose activity, positive = re-replication, most hits filed as activators | 350,000 compounds, 2.9% hits | AID 624296; further: potency means the concentration at half of the fitted maximal effect; % of control where 0% means no effect; nearly all actives have a fitted effect of over 50% in size
KB-3-1 tox – kills parental KB-3-1 adenocarcinoma cells | KB-3-1 viability, CellTiter-Glo ATP luminescence, 72 h | Potency, µM (top dose mostly 46.1 µM), inactives show at the top dose activity change, negative = cytotoxic, hits mostly cytotoxic | 400,000 compounds, 1.4% hits; further: potency means the concentration at half of the fitted maximal effect; on the % scale 0 is the no-effect control and ±100 the full control effect; nearly all actives have a fitted effect of over 60% in size
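KB-3-1 cells, DMEM (no phenol red) + 10% FBS; compound by pin transfer, 72 h, 37 °C. Readout: CellTiter-Glo luminescence after 10 min. Data normalized, curve-fitted.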
ATXN viability – cell viability loss in ATXN counter-screen | S2 cells (HEK-293 line with an ATXN2-luciferase reporter) viability, CellTiter-Fluor protease fluorescence, 24 h | Potency, µM (series often up to 56.7 µM), hits mostly cytotoxic | 400,000 compounds, 0.49% hits | AID 651635; further: potency means the concentration at half of the fitted maximal effect; nearly all actives have a fitted effect of over 40% in size
IL1B secr inh – inflammasome signaling inhibition, IL-1 beta readout | THP-1 LPS/ATP IL-1B secretion, AlphaLISA, 16 h; active compounds read low | activity change, % at 57.5 µM | 360,000 compounds, 4.7% hits | AID 743279; in the data active means activity change below about -50%; inconclusive means mostly about -30% to -49%; further: on the % scale 0 is the no-effect control and ±100 the full control effect
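Secreted IL-1B measured by AlphaLISA bead assay after 16 h compound exposure of THP-1 cells; compounds (final up to 57.5 uM) added 1 h before LPS (250 ng/mL) and ATP (1.25 mM) stimulation; lower signal means less secretion.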
* = called active by the depositor; i = inactive; ? = inconclusive; · = no result given; [ ] = dose if it differs, or a comment. Unless noted, the call rests on the fitted dose curve; in most records, active means well fitted curve in the direction sought with a large enough effect; inconclusive means small, poorly fitted or top-dose-only effect, or another doubt; inactive means no such curve, though single readings can be large; an effect the other way counts as inactive or inconclusive.

SMILES	HT1080 IDH1KD tx	HT1080-NT tox	KB-V1 cytotox	SW480 rereplic	ATXN2 expr inh	MCF10A rereplic	KB-3-1 tox	ATXN viability	IL1B secr inh
C=CC(O)Cc1c(C)n[nH]c1C (stereo unspecified)	0%	10%	1%	1%	-1%	-4%	-2%	i	15
COc1ccc(CC(=O)NC(CC(=O)O)c2ccc(OC)cc2)cc1 (stereo unspecified)	19%	8%	20%	-4%	-5%	-6%	2%	i	5
O=C1C(=O)C(c2ccccc2)C(=O)C1c1ccccc1 (stereo unspecified)	5%	-3%	0%	-12%	2%	-13%	-1%	i	-23
CCC(C)(C)n1nnnc1C(c1cccnc1)N1CCCc2ccccc21 (stereo unspecified)	-3%	8%	?	-2%	-10%	2%	2%	i	6
COc1ccc(/C=C/C(O)=C2/C(=O)N(C)C3(C)CC2c2ccccc2O3)cc1 (stereo unspecified)	?	?	?	?	?	?	?	i	-91*
CCn1cc(S(=O)(=O)NCc2ccc3c(c2)OCO3)cn1	4%	4%	6%	-7%	5%	6%	5%	i	2
Cc1ccc(-n2nc(C)c(NS(=O)(=O)c3ccccc3)c2C)cc1C	18%	-1%	4%	-1%	0%	?	?	i	-15
COc1cccc(CNn2c(-c3cccc(C)c3)nc3ccccc3c2=O)c1	3%[9.24 µM]	?	0%	-1%	1%	4%	2%	i	-71*
O=S(=O)(Cc1ccc(Cl)cc1)c1ccccc1-c1nnc(-c2ccc(Cl)cc2)o1	-10%	-8%	-22%	-6%	-12%	8%	0%	i	24
O=C(CN1CCN(c2ccc(F)cc2)CC1)Nc1nccs1	-1%	9%	6%	?	-10%	2%	6%	i	20
COCCNC(=O)C(c1ccc(F)cc1)N(C(=O)CCC(=O)Nc1ccccn1)c1ccc(C)cc1 (stereo unspecified)	0%	1%	0%	2%	-9%	12%	0%	i	17
Cc1ccc(Nc2nc(N)c([N+](=O)[O-])c(NCCO)n2)cc1C	-1%	-17%	?	0%	9%	17%	?	i	14
CCOC(=O)C1=C(Nc2ccccc2)CC(C)(O)C(C(=O)OCC)C1c1ccc(Br)cc1 (stereo unspecified)	-11%	-1%	23µM*	?	-25%	5%	?	i	-27
CC(=O)c1ccc(N2CCN(C(=O)C3CCCN(S(=O)(=O)c4cnc[nH]4)C3)CC2)cc1 (stereo unspecified)	-6%	-5%	0%	-5%	27%	0%	-1%	i	0
CC1(C)C2CCC1(CS(=O)(=O)Nc1ccc(S(=O)(=O)NC3CCCCC3)cc1)C(=O)C2 (stereo unspecified)	-9%	-7%	16µM*	4%	-5%	?	0%	i	5
O=C(O)C1CSC(c2ccco2)N1 (stereo unspecified)	1%	-2%	5%	-3%	?	-4%	17%	i	28
COCCN(C(=O)COC(=O)C1CC1C)c1c(N)n(Cc2ccccc2)c(=O)[nH]c1=O (stereo unspecified)	-3%	-2%	0%	-4%	-8%	4%	0%	i	7
CCN1C(=O)/C(=C/c2nc3ccccc3c(=O)n2-c2ccccc2)c2ccccc21	-6%	-12%	0%	?	?	?	23µM*	?	·
Cc1ccc2nc(Nc3ccc(C)c(F)c3)c3nncn3c2c1	·	·	-1%	·	10%	·	3%	i	·
COc1cc(OC)c(NC(=O)CN(C)S(=O)(=O)c2ccc3[nH]c(=O)oc3c2)cc1Cl	0%	13%	10%	-21%	·	?	9%	i	22

Compound profiles, from the list above.
COCCNC(=O)C(c1ccc(F)cc1)N(C(=O)CCC(=O)Nc1ccccn1)c1ccc(C)cc1 (stereo unspecified) is listed as HT1080 IDH1KD tx = 0%; HT1080-NT tox = 1%; KB-V1 cytotox = 0%; SW480 rereplic = 2%; ATXN2 expr inh = -9%; MCF10A rereplic = 12%; KB-3-1 tox = 0%; ATXN viability = i; IL1B secr inh = 17
COCCN(C(=O)COC(=O)C1CC1C)c1c(N)n(Cc2ccccc2)c(=O)[nH]c1=O (stereo unspecified) is listed as HT1080 IDH1KD tx = -3%; HT1080-NT tox = -2%; KB-V1 cytotox = 0%; SW480 rereplic = -4%; ATXN2 expr inh = -8%; MCF10A rereplic = 4%; KB-3-1 tox = 0%; ATXN viability = i; IL1B secr inh = 7

Remaining list, next part
SMILES	HT1080 IDH1KD tx	HT1080-NT tox	KB-V1 cytotox	SW480 rereplic	ATXN2 expr inh	MCF10A rereplic	KB-3-1 tox	ATXN viability	IL1B secr inh
CC(C)C(Nc1ccc(C(F)(F)F)cc1[N+](=O)[O-])C(=O)O (stereo unspecified)	8%	-2%	-2%	-16%	-3%	0%	-5%	i	11
CC(C)CN(C(=O)CN1C(=O)C2CCCCC2C1=O)c1c(N)n(Cc2ccccc2)c(=O)[nH]c1=O (stereo unspecified)	6%	14%	8%	-5%	3%	2%	4%	i	10
CC(=O)C1CCCN(C(=O)c2ccc3nc(Cc4cccc(Cl)c4)oc3c2)C1 (stereo unspecified)	11%	-6%	-9%	-4%	7%	-1%	-1%	i	0
O=C(C1CCCN(S(=O)(=O)c2cnc[nH]2)C1)N1CC(=O)N(CCc2ccccc2)C(=O)C1 (stereo unspecified)	12%	14%	-12%	9%	8%	-6%	-5%	i	6
CN1C(=O)N(C)C(c2cccc([N+](=O)[O-])c2)C2=C1CCCC2=O (stereo unspecified)	-1%	-4%	4%	-6%	0%	-5%	-3%	i	28
CC(=O)Nc1cc(-c2ccc(C(=O)N3CCOCC3)cc2)cn2c(-c3ccccc3)cnc12	-18%	-20%	5%	·	-3%	·	0%	i	-2
CC(CCc1ccccc1)NC(=O)COC(=O)c1cccn1C (stereo unspecified)	17%	0%[9.24 µM]	-13%	-19%	4%	3%	8%	i	-8
O=C(N/C(=C/c1cccs1)C(=O)N1CCOCC1)c1ccccc1	16%	1%	-12%	1%	6%	-7%	9%	i	-10
Cc1cc(NC(=O)c2ccc(OCC3CCCO3)cc2)ccc1Br (stereo unspecified)	?	-11%	?	·	·	·	-24%	i	20
O=C1NC(=S)SC1=C1CCCCCC1	12%	14%	-2%	1%[9.22 µM]	4%	19%	-1%	i	30
O=C(CN1C(=O)CSc2cc(S(=O)(=O)N3CCCCCC3)ccc21)NCCc1ccccc1	-3%	0%	-25%	?	8%	10%	0%	i	-62*
Nc1cc2c(cc1N)-c1ccccc1C2	-19%	-5%	?	?	68%[activator]	?	?	i	-52*
COc1cc(/C=C/C(=O)OCC(=O)NC(=O)NC2CCCCC2)ccc1OC(F)F	0%	8%	-12%	-10%	-4%	0%	-7%	i	-5
CCOC(=O)C(CC)n1cnc2c(nnn2-c2ccccc2)c1=O (stereo unspecified)	8%	10%	1%	-11%	8%	3%	11%	i	28
COc1ccc(S(=O)(=O)N2CCN(Cc3c[nH]c4ccccc34)CC2)cc1	-2%	-2%	0%	0%	-8%	1%	-4%	i	16
Cc1ccc(NC(=O)c2ccc(C)c(S(=O)(=O)N3CCOCC3)c2)nc1	21%	4%	15µM*	-6%	16%	7%	10%	i	-7
COc1ccc(S(=O)(=O)N2CCN(Cc3ccc4c(c3)OCO4)CC2)cc1OC	·	·	-16%	·	-3%	·	-3%	i	·
CCn1c(CN2CCCCCC2=O)nnc1SCc1cnc(-c2ccccc2)s1	-5%	-1%	0%	15%	42%[activator]	20%	0%	i	-10
COc1ccc(OC)c(NC(=O)CN2C(=O)C(C)N(c3ccc(C)cc3)C2=O)c1 (stereo unspecified)	-1%	2%	-18%	?	8%	-5%	0%	i	16
Cc1cccc(C)c1N1CCN(S(=O)(=O)N(C)C)CC1	0%	0%	14%	-1%	-26%	-12%	-4%	i	-26

Looked up above.
O=C(CN1CCN(c2ccc(F)cc2)CC1)Nc1nccs1 in KB-V1 cytotox is listed with 6%
COc1ccc(S(=O)(=O)N2CCN(Cc3c[nH]c4ccccc34)CC2)cc1 in ATXN2 expr inh is listed with -8%

An excerpt from above, limited to KB-V1 cytotox:
SMILES	KB-V1 cytotox
CC(=O)Nc1cc(-c2ccc(C(=O)N3CCOCC3)cc2)cn2c(-c3ccccc3)cnc12	5%
O=C(C1CCCN(S(=O)(=O)c2cnc[nH]2)C1)N1CC(=O)N(CCc2ccccc2)C(=O)C1 (stereo unspecified)	-12%
CC(=O)C1CCCN(C(=O)c2ccc3nc(Cc4cccc(Cl)c4)oc3c2)C1 (stereo unspecified)	-9%

(continued)
SMILES	HT1080 IDH1KD tx	HT1080-NT tox	KB-V1 cytotox	SW480 rereplic	ATXN2 expr inh	MCF10A rereplic	KB-3-1 tox	ATXN viability	IL1B secr inh
COc1ccc(S(=O)(=O)N(C)C[C@@H]2OCc3cn(nn3)CCCC(=O)N([C@@H](C)CO)C[C@H]2C)cc1	3%	4%	?	·	3%	·	18%	?	9
O=C(CSc1nnc(CNC(=O)c2c(F)cccc2Cl)o1)NCCc1ccccc1	1%	2%	3%	-11%	-8%	-2%	5%	i	7
CCn1c(SCC(=O)Nc2ccccc2C(=O)OC)nnc1-c1ccc(N)cc1	-4%	2%	0%	-4%	5%	3%	5%	i	-17
COC(=O)C1=C(C)NC(=S)N(C(C)=O)C1c1ccccc1 (stereo unspecified)	0%[9.24 µM]	-25%	-12%	-7%	-9%	?	16%	?	25
COC(=O)CN(c1nc(C)cc(OC)n1)S(=O)(=O)c1ccccc1	1%	-1%	0%	3%	-9%	-1%	6%	i	21
Cc1ccc(NC2CCCN(C(=O)CCn3nccc3C)C2)cc1C (stereo unspecified)	9%	5%	?	0%	16%	7%	-7%	i	8
CC1Oc2ccccc2N(CC(=O)NCc2ccccc2)C1=O (stereo unspecified)	2%	-8%	-19%	25%	-15%	6%	3%	i	-19
